# DSG3 Ab inh – blocks pemphigus antibody binding to human desmoglein-3; P32926; binding (percent of control), % at 10 µM; actives 0.48% (n = 310,000); DSG3-coupled beads, scFv-anti-DSG3-GFP binding, flow cytometry; hits give low values;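 active = binding more than 3 SD below its plate's average and above zero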;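 also: hits lower antibody fragment binding to DSG3; some compounds called inactive have numbers as strong as hits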
# Ecoli viability – bacterial growth inhibition, counter-screen for AddAB inhibitors; E. coli V3065 growth, OD600 absorbance, 18 h; inhibition, % at 11.9 µM; actives 0.27% (n = 330,000); AID 449728;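 active = inhibition above the campaign's mean inhibition across all tested compounds plus 3 SD, cut at about 9.9% in these data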;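 also: uninfected addAB+ strain grown without phage in ampicillin broth; 0% = DMSO wells and 100% = ciprofloxacin 0.95 µg/ml wells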
# HTR5A inv ctr – counter-screen for OPRM1-OPRD1 inverse agonists: human HTR5A inverse agonism; actives 0.083% (n = 340,000); P47898; AID 504634; inhibition, % at 9.3 µM; HTR5A cell line, luminescence; in the data active = inhibition mostly above about 23%, no sharp cut-off; inactive = mostly below about 18%;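 also: 0% = cells with DMSO and 100% = no-cell wells with DMSO; some compounds called inactive have numbers as strong as hits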
# Mot1-301 SUMO – inhibitors of SUMOylation pathway: yeast Mot1-301 growth rescue; actives 1% (n = 320,000); S. cerevisiae Mot1-301 growth rescue, ATP luminescence, 38.5C; percent above DMSO median, 100 means doubled; AID 2716; growth rescue, % at 18.8 µM;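 active = every valid replicate shows activation above 250% relative to neutral control wells; inactive = the rest, any valid replicate at or below 250%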;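 also: OY570 slx delta 5 strain wells were the positive control but not used for scaling; some compounds called inactive have numbers as strong as hits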
# HTR5A ag – activates human HTR5A in OPRM1-OPRD1 agonist counter-screen. P47898. HTR5A agonist assay, luminescence, cell-based. activation, % at 9.3 µM. actives 0.61% (n = 340,000). AID 504692; in the data active = activation mostly above about 9.5%, no sharp cut-off; inactive = mostly below about 7.6%;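 also: 0% = cells with vehicle only and 100% = reference agonist; strong numbers were not always called active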
# phage Ecoli inh – E. coli growth loss with phage present; growth absorbance; inhibition, % at 11.9 µM; actives 0.26% (n = 360,000); AID 651602; in the data active = inhibition above about 11%
# PfHsp90 yeast 2 – reduces growth (ATP signal) of yeast expressing P. falciparum Hsp90. S. cerevisiae expressing PfHsp90, BacTiter-Glo ATP, 48 h; yeast lacking PDR1 and PDR3 efflux regulators. inhibition, % at 9.4 µM. actives 0.32% (n = 310,000);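 active = every replicate shows inhibition above about 80%, whatever the replicate mean, limit read from the data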;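 also: 0% = DMSO neutral controls and 100% = 20 µM radicicol positive controls; yeast relying on Plasmodium falciparum Hsp90 in place of its own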
# PKA-R1A act – activators of PKA-R1A complex. P00514+P68181. PKA-R1A dissociation, Cy5-IP20 fluorescence polarization; scaled: DMSO 0%, 113 µM cGMP 100%. activation, % at 11.4 µM. actives 0.083% (n = 340,000);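 active = percent activation above the mean of all tested compounds plus 3 SD, cut at about 19% in these data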;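 also: higher means more PKAc released from R1A so a rise in polarization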
# AddAB inh – less growth of phage-infected E. coli with AddAB; E. coli expressing H. pylori AddAB, absorbance growth; actives 0.29% (n = 330,000); inhibition, % at 11.9 µM; in the data active = inhibition above about 12%;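 also: 0% = vehicle wells of infected cells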
# MOR-DOR ag – OPRM1-OPRD1 heterodimerization agonism. actives 0.3% (n = 340,000). cells, luminescence. P35372+P41143. activation, % at 9.3 µM; in the data active = activation above about 18%;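 also: 0% = vehicle-treated cells and 100% = reference agonist; values of inactives mirror those of a sister screen read the other way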
# Target sequence (P35372 whole entry, looked up): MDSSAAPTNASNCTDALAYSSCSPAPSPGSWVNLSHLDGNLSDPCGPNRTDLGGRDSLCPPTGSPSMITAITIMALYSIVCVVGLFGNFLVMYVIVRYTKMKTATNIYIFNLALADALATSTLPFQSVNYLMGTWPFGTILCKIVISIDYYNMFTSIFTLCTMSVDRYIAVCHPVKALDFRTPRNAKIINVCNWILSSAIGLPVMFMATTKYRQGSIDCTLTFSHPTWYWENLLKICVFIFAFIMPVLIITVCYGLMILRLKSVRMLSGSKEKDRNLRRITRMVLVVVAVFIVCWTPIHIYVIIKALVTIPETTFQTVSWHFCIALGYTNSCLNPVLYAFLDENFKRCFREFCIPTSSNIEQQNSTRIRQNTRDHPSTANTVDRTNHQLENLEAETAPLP
# Target sequence (P41143 whole entry, looked up): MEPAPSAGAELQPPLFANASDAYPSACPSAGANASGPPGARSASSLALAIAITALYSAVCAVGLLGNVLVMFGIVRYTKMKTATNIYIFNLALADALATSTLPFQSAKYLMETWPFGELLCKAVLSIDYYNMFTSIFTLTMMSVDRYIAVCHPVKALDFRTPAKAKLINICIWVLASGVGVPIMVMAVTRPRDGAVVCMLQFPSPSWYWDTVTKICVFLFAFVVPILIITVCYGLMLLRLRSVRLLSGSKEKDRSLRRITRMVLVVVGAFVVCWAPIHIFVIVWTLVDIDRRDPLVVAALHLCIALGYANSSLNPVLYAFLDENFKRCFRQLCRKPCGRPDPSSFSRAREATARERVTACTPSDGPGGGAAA
# OPRM1-OPRD1 inv – inverse agonists of human mu-delta opioid receptor heterodimerization; actives 0.21% (n = 340,000); inhibition, % at 9.3 µM; AID 504357; P35372+P41143; cell-based MOR-DOR heterodimer luminescence, inverse agonism; in the data active = inhibition above about 22%, passing the limit was not always enough;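 also: 0% = cells with DMSO and 100% = wells without cells with DMSO; values of inactives mirror those of a sister screen read the other way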
# Starred values were filed as active, the others as inactive; / = not tested or not shown; & = joins results of further samples.
SMILES,DSG3 Ab inh,Ecoli viability,HTR5A inv ctr,Mot1-301 SUMO,HTR5A ag,phage Ecoli inh,PfHsp90 yeast 2,PKA-R1A act,AddAB inh,MOR-DOR ag,OPRM1-OPRD1 inv
CCOc1ccc(N(CC(=O)NC2CCCC2)S(=O)(=O)c2c(C)noc2C)cc1,107,3.5,-3,-5,1,/,-5,0,5.6,0.1,-1
Cc1cccc(N2CC(C(=O)NCCC3=CCCCC3)CC2=O)c1C (stereo unspecified),102,1.7,-11,-8,4,2.6,/,-2,-0.2,0.0,0
O=C(NCCc1ccccc1)c1cnn2c(C(F)F)cc(C3CC3)nc12,96,-3.2,6,0,6,0.7,/,-17,0.7,-3.4,16
C=CC[C@@H](CC(=O)N[C@@H](CO)Cc1ccccc1)C(=O)N[C@H](COC(=O)[C@@H](CC=C)Cc1ccc(F)cc1)Cc1ccccc1,101,-1.1,-18,-29,7,1.3,-16,3,-0.1,-1.3,7
C=CCc1ccccc1OCCCCN1CCCC1,113,-0.3,-10,10,1,0.6,7,5,1.6,-1.3,7
Cc1cccc(NC(=O)CCc2c(C)nn(-c3ccc(N4CCOCC4)nn3)c2C)c1,/,0.2,26,3,0,3.1,12,-5,3.9,-2.2,12
Cc1ccc(F)c([C@H]2C3C=CCC(c4ccccc4)C3C(=O)N2Cc2ccccc2)c1 (stereo partly specified),108,-0.3,20,235,-8,1.2,14,-5,3.5,5.7,-31
Cn1c(Cn2c(=O)sc3ccccc32)nnc1SCC(=O)NCc1ccc(F)cc1,108,0.7,-8,77,3,3.3,-7,0,4.6,0.6,-3
CC(C)O/C(=N/S(=O)(=O)c1ccc(Cl)cc1)c1ccccc1,122,/,15,/,-4,1.3,-14,-1,/,-1.3,6
O=C(Cc1c(F)cccc1Cl)N1CCN(C(=O)c2ccco2)CC1,99,-2.0,-2,-2,-5,0.4,5,-5,-1.4,-0.5,3
CN(C(=O)c1ccc(-c2ccccc2)cc1)C1CCCCC1,105,-1.9,/,-12,/,0.8,/,/,-0.8,/,/
N#CCSc1nc2ccccc2c(=O)n1CCC(=O)NCCc1ccccc1,94,-4.5,2,-12,-1,2.0,/,6,-1.1,-2.9,14
COc1cc(Cl)c(C)cc1NC(=O)COc1cc(C)nc(C(C)C)n1,99,-2.6,-9,-5,3,2.3,/,-2,1.2,0.1,-1
CCNC(=O)CSc1nnc(-c2cccc(S(=O)(=O)N3CCOCC3)c2)o1,103,/,4,/,-2,1.8,/,1,/,0.1,-1
CCC(C)(C(=O)NC1CCCCC1)N(C(=O)C1CCC(=O)N1)c1ccccc1 (stereo unspecified),/,2.0,-17,-2,7,1.2,/,3,0.8,-0.5,3
O=[N+]([O-])c1ccc(-c2csc(Nc3ccccc3)[n+]2Cc2ccccc2)cc1,109,-2.7,-1,-15,3,5.3,-6,1,-0.2,-1.9,10
Cc1cc(SCC(=O)OCC(=O)N(C)C2CCS(=O)(=O)C2)c(C)cc1Br (stereo unspecified),112,0.6,13,-7,-5,4.6,-86,-14,1.0,-1.3,7
CCOc1ccc(N(C(=O)c2cc3ccccc3oc2=O)C2C=CS(=O)(=O)C2)cc1 (stereo unspecified),104,-0.1,-7,3,2,0.6,2,-2,0.7,-1.4,6
Oc1ccc(Cl)cc1C=Nc1ccc2c3c(cccc13)CC2,117,-1.2,2,-8,1,4.3,5,0,-1.2,-1.3,7
O=C1C2C3C=CC(C4CC34)C2C(=O)N1Cc1ccco1 (stereo unspecified),121,-2.3,-36,-10,0,0.0,-3,0,5.8,0.1,-1
COc1cc(NC(=O)c2cc3nc(C)cc(C)n3n2)c(OC)cc1Cl,111,-1.3,-2,2,8,-0.6,/,-3,3.4,1.2,-6
CCn1c(SCC(=O)Nc2cccc(C)c2)nc2ccccc2c1=O,114,-0.6,-2,9,0,0.0,-6,-3,0.1,-2.7,12
O=C(C1CCN(S(=O)(=O)c2cccc3cccnc23)CC1)N1CCN(Cc2ccccc2)CC1,108,-0.8,-5,/,2,2.7,5,-7,3.6,-1.8,9
COc1ccc(NC2=Nc3ccccc3CC2)cc1,105,0.7,2,-5,0,1.1,-25,-14,-0.8,1.1,-6
COc1ccc(NC(=O)CN2C(=O)NC(C)(C3CC3)C2=O)c(OC)c1 (stereo unspecified),92,-0.9,13,-1,-4,1.2,1,-9,-1.8,-3.1,16
CCCCC1NC(C(=O)O)CS1 (stereo unspecified),82,0.9,9,-7,-1,2.6,16,-15,3.2,-3.4,17
Cc1ccc(N(C)S(=O)(=O)c2c(C)noc2/C=C/N(C)C)cc1,/,-0.5,10,9,0,1.9,-15,-2,3.4,-2.6,14
COc1cc(/C=N/NC2=NS(=O)(=O)c3ccccc32)ccc1OC(C)=O,104,1.9,6,7,-2,3.6,-13,4,1.3,-1.3,6
COC(=O)C(CC(C)C)NC(=O)c1ccc(F)cc1 (stereo unspecified),96,3.9,8,8,-3,0.0,-14,-11,1.6,-1.8,10
Cc1ccc(S(=O)(=O)N2CCc3cc4c(cc3C2C)OCCCO4)cc1 (stereo unspecified),100,3.6,24,187,0,2.5,7,5,0.3,-3.2,17

# In a second layout: 2 of the compounds above.
Structure	DSG3 Ab inh	Ecoli viability	HTR5A inv ctr	Mot1-301 SUMO	HTR5A ag	phage Ecoli inh	PfHsp90 yeast 2	PKA-R1A act	AddAB inh	MOR-DOR ag	OPRM1-OPRD1 inv
COc1ccc(NC(=O)CN2C(=O)NC(C)(C3CC3)C2=O)c(OC)c1 (stereo unspecified)	92	-0.9	13	-1	-4	1.2	1	-9	-1.8	-3.1	16
CCCCC1NC(C(=O)O)CS1 (stereo unspecified)	82	0.9	9	-7	-1	2.6	16	-15	3.2	-3.4	17

# The listing continues.
SMILES,DSG3 Ab inh,Ecoli viability,HTR5A inv ctr,Mot1-301 SUMO,HTR5A ag,phage Ecoli inh,PfHsp90 yeast 2,PKA-R1A act,AddAB inh,MOR-DOR ag,OPRM1-OPRD1 inv
COc1ccc(NC(=O)CSc2nnnn2-c2ccc(F)cc2)cc1,97,0.0,11,9,-3,2.6,12,6,2.0,-4.6,21
Cc1cc(C)n2cc(CSc3ccc(Br)cc3)nc2n1,126,-1.4,2,1,1,-3.7,/,-3,-1.5,-1.9,10
Cc1cccc(OCc2n[nH]c(=S)n2Cc2ccccc2)c1,126,0.2,33,8,-8,4.9,/,1,2.5,0.2,-1
CN(C)S(=O)(=O)Nc1ccc2c(c1)Cc1ccccc1-2,111,-0.9,13,25,-1,2.6,-15,8,1.9,-1.3,7
COC(=O)C1=CN(c2cccc(C)c2)C=C(C(=O)OC)C1c1cc(OC)c(O)c([N+](=O)[O-])c1,104,-1.1,9,47,-4,2.1,/,-5,0.2,-2.1,10
Cn1c(=O)c2c(n(Cc3ccccc3)c1=O)NC(=O)C2CC(=O)O (stereo unspecified),95,-2.4,-1,141,2,-0.9,9,-6,0.7,-1.7,10
CCCCNC(=O)NS(=O)(=O)c1ccc(C(=O)OC)o1,116,-0.2,7,-5,-4,3.2,-6,6,1.6,0.9,-4
CCOC(=O)C1(CCc2ccccc2)CCN(Cc2nccn2CC)CC1,92,-3.2,9,0,6,1.5,42,2,-1.4,-0.2,1
Cc1ccc(Nc2c([N+](=O)[O-])cc(C(=O)N3CC(=O)Nc4ccccc43)cc2[N+](=O)[O-])c(C)c1,99,2.4,-14,7,6,1.2,-4,5,1.4,11,-64
CCOC(=O)c1cc2c(=O)n3cccc(C)c3nc2n(Cc2ccco2)c1=NC(=O)c1ccccc1,86&91,-0.8,-4&13,-13,1&-5,2.1&0.2,3&-11,2&-9,1.4,-3.2&-2.9,14&13
O=C(NC1(C(F)(F)F)NC(=O)N(c2ccccc2)C1=O)c1cccs1 (stereo unspecified),98,1.7,4,-14,-2,0.9,19,-4,4.5,-3.6,19
CC(=O)N1CCc2c(sc(NC(=O)C3CCCN3S(=O)(=O)c3cccs3)c2C(N)=O)C1 (stereo unspecified),95,1.1,2,202,1,-0.2,/,-2,1.5,-2.4,13
O=C(NCC(=O)N1CCN(Cc2ccccc2)CC1)c1ccc(Br)o1,108,3.2,5,10,-2,-1.5,-7,-3,-0.2,-1.7,7
CN(C)/C=C1\Cc2ccccc2C1=O,98,-0.8,-5,2,9,2.4,7,-14,1.3,-3.2,16
COc1ccc(Cl)cc1-c1n[nH]c(=S)n1C,/,-0.1,9,-19,4,-2.3,11,-5,2.6,-4.4,18
Cc1ccc(SC[C@H](Cc2ccccc2)N2CCN(CC(C)C)CCC2=O)cc1,103,2.1,11,1,-3,-1.0,/,1,2.9,8.0,-44
CC(Sc1ncccn1)C(=O)NC1(C#N)CCCCC1 (stereo unspecified),98,-0.3,7,-3,-2,-0.3,10,-2,0.9,-1.4,7
CC1=CC2=NC(=O)/C(=C\c3cc(C)n(-c4cccc(Cl)c4)c3C)C(=N)N2O1,113,0.6,-17,11,7,3.9,-16,1,0.9,2.6,-14
CC1CCCCC1NC(=O)c1ccc(S(=O)(=O)N2CCCC2)cc1 (stereo unspecified),86,1.6,13,-3,-5,0.6,-4,10,3.9,-2.2,9
CC(OC(=O)CCCNC(=O)c1ccc(Cl)cc1)C(=O)N(C)Cc1ccccc1 (stereo unspecified),117,2.8,7,88,1,0.9,40,-2,0.7,-0.4,2
Cn1c(=O)c2c(nc(Oc3ccc4c(c3)OCO4)n2Cc2ccc(F)cc2)n(C)c1=O,89,-1.6,-2,-14,-2,1.9,0,-1,0.9,-0.4,2
CCN(CC1CCCO1)C(=O)c1cc(COc2ccccc2SC)on1 (stereo unspecified),102,-1.8,8,3,2,3.0,-3,-8,0.1,-1.3,7
CCO[C@@H]1OC(C(=O)N2CCOCC2)=C[C@H](c2ccccc2)[C@H]1CCCO,106,-1.5,-16,128,6,0.0,-8,-1,3.5,-2.3,14
COc1ccc(OC)c(C2CC(=O)C3=C(C2)NC(=O)CC3c2ccc(O)c(OC)c2)c1 (stereo unspecified),/,1.7,-2,41,1,1.2,12,-4,5.0,0.7,-3
CCC(=O)NCCc1nc2cc(NC(=O)c3ccccc3OC)ccc2n1C,106,-1.4,-18,-17,0,2.1,5,-2,3.1,1.9,-11
CC[C@@](C)(NS(=O)(=O)OCC(Cl)(Cl)Cl)c1ccccc1,97,2.3,-13,7,-8,2.9,-1,0,3.2,1.0,-5
COc1cc(CNCCN(C)C)c(Br)cc1OCC(=O)NCc1ccccc1,113,-1.3,-39,-2,6,2.3,/,-4,-1.7,-1.9,10
COc1ccc(CNC(=S)Nc2ccc(OC)cc2)cc1,96,-1.2,-18,17,7,3.9,-7,6,-0.6,-1.8,11
CCOc1ccccc1OCC(=O)Nc1ccc(Cl)cc1Cl,95,-2.9,-19,32,5,1.9,-9,4,-1.0,-0.7,4
Cc1c(NC(=O)c2cc(-c3ccc(F)cc3)on2)c(=O)n(-c2ccccc2)n1C,98,-1.7,-20,-5,7,2.1,-7,5,0.6,1.6,-13
O=S(=O)(NCc1ccccc1)c1ccc(S(=O)(=O)N(Cc2ccccn2)C2CCCC2)cc1,108,-1.2,7,-2,0,1.6,0,-14,-2.5,-1.1,7
COc1cccc(-c2nnc(SCC(=O)Nc3ccc(S(N)(=O)=O)cc3)n2C)c1,/,1.0,12,-4,-4,1.9,/,5,0.9,-2.1,12

# Bioassay records from PubChem.
